# Nrf2 activator – activators of Nrf2 (ARE) signaling; AREc32 ARE-luciferase reporter (MCF7-derived line), luminescence, 24 h; Potency, µM (top dose mostly 46.1 µM), for the others: top-dose activation, most hits filed as activators; 410,000 tested, 0.31% active; AID 624171; also: potency is read from the fitted curve at half-maximal effect; % of control where 0% means no effect; nearly all actives have a fitted effect of over 65% in size
#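 Luminescent ARE reporter assay in AREc32_Fluc cells: overnight plating at 37 deg C, 24 hr compound incubation, Steady-Glo added, 30 min RT before reading.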
# S2 tox – viability counter-screen for ATXN expression inhibitors; Potency, µM (doses to about 56.7 µM), actives largely listed as cytotoxic; AID 651635; 400,000 tested, 0.49% active; S2 cells (HEK-293 line with an ATXN2-luciferase reporter) viability, CellTiter-Fluor protease fluorescence, 24 h; also: potency is read from the fitted curve at half-maximal effect; nearly all actives have a fitted effect of over 40% in size
# Nrf2 inh – blocks Nrf2 signaling. A549 ARE-Fluc reporter, luciferase luminescence, 18-24 h. Potency, µM (highest dose often 46 µM), inactives show at the top dose activity change, negative = inhibition, usual class: inhibitors. 360,000 tested, 2.1% active. AID 504444; also: potency is read from the fitted curve at half-maximal effect; % is scaled to controls: 0 for no effect and ±100 for the full control effect; nearly all actives have a fitted effect of over 60% in size
#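 Two sequential reads on A549 ARE_Fluc cells exposed to compound for 18-24 h: a CellTiter-Fluor fluorescence read for viability, then a luciferase luminescence read for Nrf2/ARE activity.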
# HepG2 viability – counter-screen for TGF-b inhibitors: cytotoxicity in HepG2 cells; HepG2 CAGA-GFP viability, ATP luminescence, 18 h; AID 588856; 410,000 tested, 0.76% active; Potency, µM (top dose mostly 46.1 µM), for the others: at the top dose activity change, negative = cytotoxicity, actives largely listed as cytotoxic; also: potency is read from the fitted curve at half-maximal effect; some results filed as inactive show a strong effect at the top dose
#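 HepG2 CAGA-GFP cells (1000/well, DMEM with 1% FBS) received compound, then TGF-beta at 500 pg/mL final, and were incubated 18 hours at 37 degrees C. Viability was read by CellTiter-Glo luminescence. Media-only wells were set as complete cell-killing and DMSO as no toxicity.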
# MmCpn inh – inhibitors of Methanococcus maripaludis chaperonin (MmCpn). purified Mm-Cpn ATPase, ADP Transcreener TR-FRET. Potency, µM (doses to about 76.9 µM), for the others: at the highest dose activity, negative = inhibition, most hits filed as inhibitors. 330,000 tested, 0.031% active. AID 504842; also: potency is read from the fitted curve at half-maximal effect; % is scaled to controls: 0 for no effect and ±100 for the full control effect; nearly all actives have a fitted effect of over 80% in size
#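 Eu-cryptate anti-ADP/ADP-d2 competition gives a ratio inversely related to ADP. Enzyme at 25 nM was pre-exposed to compound for 10 min, then given 10 uM ATP for 30 min, 37°C throughout.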
# TGFb SMAD3 inh – inhibitors of TGF-b signaling; HepG2 CAGA-GFP TGF-b/SMAD3 reporter, GFP fluorescence, 18 h; TGF-beta stimulated, 500 pg/mL final; Potency, µM (doses to about 46.1 µM), for the others: at the highest dose activity, negative = inhibition, hits mostly inhibitors; 410,000 tested, 1.2% active; AID 588855; also: potency is read from the fitted curve at half-maximal effect; % is scaled to controls: 0 for no effect and ±100 for the full control effect; nearly all actives have a fitted effect of over 65% in size
#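 GFP signal (ex488/em500-530) from TGF-beta-stimulated HEPG2 CAGA-GFP cells, 500 pg/mL final, 18 h at 37 degrees C in DMEM plus 1% FBS, normalized to unstimulated and DMSO-stimulated controls.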
# A549 tox – kills or reduces viability of A549 cells in Nrf2 counter-screen. A549 ARE-Fluc cells, CellTiter-Fluor viability, 18-24 h. AID 504648. Potency, µM (doses to about 46 µM), for the others: at the top dose activity change, negative = cytotoxicity, usual class: inhibitors. 390,000 tested, 0.16% active; also: potency is read from the fitted curve at half-maximal effect; % is scaled to controls: 0 for no effect and ±100 for the full control effect
#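 A549 ARE_Fluc cells in 5% FBS OPTI-MEM were exposed to compounds in concentration-response for 18-24 h at 37 deg C. Viability was read by CellTiter-Fluor fluorescence (Ex 405/Em 525) after 30 min, before the luciferase read.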
# Akt phos inh – blocks phosphorylation of Akt; Neuro2A IGF-stimulated pAkt S473 HTRF, 20 min; hits give low values; activity change, % for hits at 50 µM; 360,000 tested, 0.32% active; in the data active = activity change below about -80%; inconclusive = mostly about -51% to -80%; also: % is scaled to controls: 0 for no effect and ±100 for the full control effect
#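 Single-point screen (50 µM final compound) in Neuro2A cells stimulated 20 min with 6 nM IGF at 37 deg C. After lysis, Ser473-phosphorylated Akt read by HTRF (ex 330 nm, em 615/665 nm) as the 665/615 ratio.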
# CCT chaperon mod – cytosolic chaperonin activity modulation. purified chaperonin ATPase assay, HTRF ADP detection, 30 min. activity change, % (no concentration beside the values), hits read low. 360,000 tested, 0.3% active; in the data active = activity change below about -30%; also: % is scaled to controls: 0 for no effect and ±100 for the full control effect
#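 TRiC (40 or 20 nM final, by batch activity) in 30 mM Tris pH 7.4, 100 mM KCl, 5 mM MgCl2, 1 mM DTT was treated with compound at 76 uM single dose, then 10 uM ATP, 30 min at 37 °C. ADP was read by HTRF Transcreener.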
# An asterisk follows results filed as active; i = inactive; ? = inconclusive; · = no result given; & = joins results of further samples; [ ] = dose if it differs, or a comment. Unless noted, calls follow the shape of the dose curve; as a rule, active = well fitted curve in the direction sought with a large enough effect; inconclusive = small, poorly fitted or top-dose-only effect, or another doubt; inactive = no such curve, though single readings can be large; an effect the other way counts as inactive or inconclusive.
# Every second line gives: S2 tox | HepG2 viability | Nrf2 activator | TGFb SMAD3 inh | Nrf2 inh | Akt phos inh | MmCpn inh | A549 tox | CCT chaperon mod
1) N#CC1(NC(=O)COC(=O)CN2C(=O)c3ccccc3C2=O)CCCCC1
 : i | 9% | -0.3% | 1% | -15% | i | -2% | -5% | -2.4
2) COc1ccc(-n2nc3c(c2NC(=O)C(C)Oc2ccccc2)CS(=O)(=O)C3)cc1 (stereo unspecified)
 : i | 2% | 0.1% | 8% | -3% | i | 0% | -3% | -4.7
3) COc1cccc(-c2cc(NC=O)c3ncc(-c4cc(OC)c(OC)c(OC)c4)n3c2)c1
 : ? | -9% | 4.9% | ? | · | i | · | · | -0.5
4) CCN1C(=O)[C@H]2[C@@H](c3ccc(C)cc3)N3C(=O)N(c4ccccc4)C(=O)[C@@]3(Cc3ccc(Cl)cc3)[C@H]2C1=O
 : i | -49% | 0.5% | -16% | -25% | i | 0% | -4% | 0.0
5) Cn1c(=S)n(/N=C/c2ccc3c(c2)OCO3)c2ccccc21
 : i | -12% | 2.1% | 19% | · | i | -2% | 9% | -2.1
6) O=C(O)c1cccc(S(=O)(=O)Nc2ccc3[nH]c(=O)[nH]c3c2)c1
 : i | 5% | -0.6% | -16% | 2% | i | -2% | 1% | -2.4
7) C=CCn1c(SCC)nc2ccccc2c1=O
 : · | -7% | · | 0% | -4% | · | · | 5% | ·
8) CS(=O)(=O)N(CC(=O)N/N=C/c1ccco1)c1ccccc1Br
 : i | 3% | 2.9%[9.22 µM] | 0% | 3% | i | 1% | 0% | 0.5
9) CCc1nn(C(C)C(=O)NCCN2CCCCCC2)c(=O)c2cc3occc3n12 (stereo unspecified)
 : i | -1% | -0.6% | 10% | 10% | i | -4% | 2% | 1.2
10) COC(=O)c1ccc(CSC2=NC[C@@H]3[C@@H]4C(=O)N(C)C(=O)[C@@H]4[C@](Cc4ccccc4)(C(=O)OC)N23)cc1
 : i | 2% | 4.5% | -3% | 26% | i | 0% | 5% | 1.4
11) CCCc1cc(C(=O)NCc2ccccc2)no1
 : i | 0% | 1.8% | 5% | ? | i | -2% | -2% | 0.2
12) Cc1ccc(N2C(=O)CC(N(CCc3ccccc3)C(=S)Nc3ccc(N(C)C)cc3)C2=O)cc1 (stereo unspecified)
 : i | -34% | 2.8% | ? | -19% | i | -2% | -9% | 2.0
13) COC(=O)CC1c2ccccc2S(=O)(=O)N1Cc1ccccc1 (stereo unspecified)
 : i | -14%&-5% | 0.1% | -8%&6% | -3%&2% | i | 1% | 3%&-3% | -3.6
14) Cc1cc(O)ccc1NC(=S)NC(=O)c1cncc(Br)c1
 : ? | -14% | 7.5% | ? | ? | i | 1% | -13% | -0.5
15) COCCN(Cc1cc2cc(C)ccc2nc1Cl)C(=O)Nc1ccccc1C
 : i | -2% | 0.2% | -6% | 10% | i | -2% | 1% | 0.8
16) Cc1nc(Nc2ccccc2C(F)(F)F)sc1C(=O)N(C)C
 : i | -12% | 0.7% | -1% | 5% | i | 0% | -1% | -3.6
17) O=C(Cc1ccccc1)N/N=C/c1ccc(-c2ccc([N+](=O)[O-])cc2)o1
 : i | -1% | -0.1% | 14% | -7% | i | 0% | 3% | -2.0
18) Cc1cccc(C)c1OC(=O)C(c1ccccc1)c1ccccc1
 : i | -25% | -0.5% | -28% | 6% | i | 1% | 10% | -2.6
19) CCOC(=O)C1=CN(CC)S(=O)(=O)NC1c1ccc2ccccc2c1 (stereo unspecified)
 : i | 3% | 6.0% | -5% | ? | i | -2% | -18% | 1.0
20) CCOc1ccccc1NC(=O)Cn1c(=O)n(-c2ccccc2)c(=O)c2oc3ccccc3c21
 : ? | 8% | -0.1% | -12% | -6% | i | -1% | -10% | -1.6
21) CC1(C(=O)NCc2ccc(Cl)c(Cl)c2)Oc2cccnc2NC1=O (stereo unspecified)
 : i | 1% | -0.5% | 20% | 0% | i | 0% | -1% | -3.1
22) O=C(C(=O)N1CCN(c2ccccc2)CC1)c1c[nH]c2ccccc12
 : i | 18% | 3.3% | -12% | -9% | i | 3% | -6% | -2.2
23) O=C(CSc1nnc(COc2cccc3cccnc23)o1)N1CCc2ccccc21
 : i | -37% | 0.2% | ? | ? | i | 0% | -6% | -2.6
24) COc1ccccc1NC(=O)c1cc(S(=O)(=O)NCCc2ccccc2)ccc1F
 : · | -26% | -0.5% | 0% | · | · | · | -7% | ·
25) COc1ccc(OC)c(N(CC(=O)N2CCCC2)S(=O)(=O)c2ccc(C)cc2)c1
 : i | 4% | 0.4% | 3% | 5% | i | 3% | 1% | 1.5
26) Cc1cc(C)c(OCCCCNCc2ccccc2)c(Cl)c1
 : · | 11µM* | 3.4% | ? | -24% | i | 1% | ? | -5.5
27) COc1ccc(C2=NC3(CCCCC3)N(CC(=O)Nc3ccc(C(C)C)cc3)C2=O)cc1
 : · | -9% | 1.3% | · | -26% | · | · | -8% | ·
28) COc1cc(NC2CCCCC2O)c2nc(-c3ccc(Cl)cc3)ccc2c1 (stereo unspecified)
 : i | -43% | -2.6% | ? | ? | i | -5% | 9.2µM* | 1.8
29) O=C(CCCN1C(=O)c2cccnc2C1=O)N1CC(=O)N(CCc2ccccc2)C(=O)C1
 : i | -12% | -0.1% | -16% | 21% | i | 0% | 7% | -1.3
30) CCOc1ccccc1CN(CCc1ccc2c(c1)OCO2)Cc1cc(OC)c(OC)cc1OC
 : · | -25% | 4.8% | ? | 10% | · | · | 2% | ·
31) CC(OC(=O)c1cc(=O)c2cc(Cl)ccc2o1)C(=O)N1CCCC1 (stereo unspecified)
 : i | 1% | -0.1% | 3% | 6% | i | 0% | 0% | -3.5
32) Cc1cc(C)c2c(=O)cc(C(=O)Nc3ccc(S(=O)(=O)N(C)Cc4ccccc4)cc3)oc2c1
 : ? | 0% | -1.1% | -1% | ? | · | · | -6% | ·
33) CN1C[C@@H]2C(c3ccc(Cl)nc3)C3(c4cccnc4)CC2(C3)[C@H]1c1ccccc1 (stereo partly specified)
 : i | -11% | 0.9% | ? | 2% | i | 1% | 1% | 1.5
34) CCc1ccc(NS(=O)(=O)c2ccc3[nH]c(=O)[nH]c3c2)cc1
 : i | 1% | -0.5% | 2% | -11% | i | 4% | -2% | -1.3
35) C=CCn1c(-c2ccc(N)cc2)nc2ccccc21
 : i | 0% | 2.9% | -6% | 29% | i | -2% | 2% | -1.5
36) Cc1c(Cl)cccc1NC(=O)Cn1cccc1
 : i | 1% | 0.3% | -11% | 18% | i | -1% | -3% | -2.7
37) Cc1cc(N2CCOCC2)nc2cc(O)ccc12
 : i | -30% | -0.7% | -28% | 19% | i | -5% | -2% | -0.7
38) CC(C)CCNCC(O)CON=C1c2ccccc2-c2ccccc21 (stereo unspecified)
 : ? | -2% | -0.6% | ? | 12% | i | 1% | 7% | 0.4
39) Cc1ccsc1/C=N/NC(=O)CNC(=O)c1cccc([N+](=O)[O-])c1C
 : ? | 1% | -0.4% | 0% | -9% | i | -2% | 2% | -1.4
40) O=C(NCCC1=CCCCC1)c1ccc2c(=O)n3nc(Nc4ccccc4)sc3nc2c1
 : · | 5% | 0.4% | -2% | · | · | · | 2% | ·
41) CC(C)CNC(=O)CSc1nc2nn(-c3ccccc3)c(=O)c-2c2n1CCCCC2
 : i | -2% | 0.5% | 1% | -20% | i | 0% | 2% | -1.0
42) Cn1cc(CN(C(=O)Nc2ccc(Cl)c(Cl)c2)C2CCCCC2)c2ccccc21
 : i | -5% | 3.4% | -5% | ? | · | · | 7% | ·
43) O=C(NCC1CCCO1)c1cccc(C(=O)NCC2CCCO2)c1 (stereo unspecified)
 : i | 5% | -0.4% | 3% | -15% | i | -2% | 2% | 0.4
44) O=C(O)c1ccccc1C(=O)c1ccc2c(c1)CCC2
 : i | 1% | 0.1% | 9% | -20% | i | 0% | 5% | -0.8
45) COc1cc(C(CC(=O)Nc2ccc(Cl)cn2)N2Cc3ccccc3C2=O)cc(OC)c1OC (stereo unspecified)
 : · | -7% | 1.9% | 9% | -24% | i | 1% | -3% | -5.1
46) C=CCC1NS(=O)(=O)OC(COC)C1C (stereo unspecified)
 : i | 5% | -0.5% | 4% | 17% | i | 1% | 10% | -1.1
47) Cc1cc2c(c(SCC(=O)NCCc3ccccc3)n1)C(=O)OC2
 : ? | -9% | 0.3% | 1% | 0% | i | 1% | -6% | 0.1
48) CCN(CC(=O)Nc1c(F)cccc1F)C(=O)c1c(-c2ccccc2Cl)noc1C
 : i | -26% | 0.7% | 3% | · | i | · | · | 0.1
49) CC(=O)OCC(=O)NCC(=O)c1c[nH]c2ccccc12
 : i | -20% | 0.5% | -3% | 13% | i | -2% | 3% | -0.7
50) Cc1ccc(NC(=O)CN(C)C(=O)CSc2nncn2C)cc1
 : i | -3% | 0.0% | -22% | · | i | 0% | 1% | 0.0

# Compound activity (PubChem BioAssay)
